Assay outcomes (PubChem)
dFosB act = enhances mouse delta FosB homodimer DNA binding. P13346. purified delta FosB, TAMRA-CDK5 oligo fluorescence polarization; percent of positive-control signal above neutral wells. activation, % at 25 µM. 0.99% of 340,000 active. AID 493131;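 active means mean activation above about 17%, with every replicate also reaching it, limit read from the data, passing the limit was not always enough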;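 further: fluorescence polarization rise as delta FosB binds a TAMRA Cdk5 AP-1 oligo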
Target sequence (P13346 whole entry, looked up): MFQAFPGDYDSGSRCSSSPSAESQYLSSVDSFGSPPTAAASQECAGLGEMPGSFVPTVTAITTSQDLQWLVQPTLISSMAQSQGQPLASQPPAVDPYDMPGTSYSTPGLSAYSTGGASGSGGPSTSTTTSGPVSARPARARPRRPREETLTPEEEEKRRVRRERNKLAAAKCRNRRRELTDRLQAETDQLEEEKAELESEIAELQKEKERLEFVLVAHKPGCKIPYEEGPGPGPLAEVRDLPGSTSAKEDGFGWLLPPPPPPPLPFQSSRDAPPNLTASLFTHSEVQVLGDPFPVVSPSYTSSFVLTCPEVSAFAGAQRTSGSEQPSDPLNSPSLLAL
CDK5 p35 inh = blocks human CDK5/p35 kinase activity. AID 488839. 0.01% of 330,000 active. Recombinant CDK5/p35, ADP-Glo luminescence, 60 min. Q00535+Q15078. inhibition, % at 10 µM;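 active means highest replicate inhibition of at least 50% and at least 75% of replicates reaching 50%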;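 further: plate controls were DMSO neutral control for no effect and GW8510 at 10 µM for full effect; many of its hits are not listed in these tables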
CAL PDZ FP-1 = blocks peptide binding to human CAL PDZ domain | AID 504414 | Q9HD26 | purified CAL PDZ, TMR-peptide fluorescence polarization, 1 h | 0.02% of 330,000 active | inhibition, % at 20 µM;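 active means highest replicate inhibition of at least 40%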;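 further: plate controls were DMSO neutral control wells for no effect and unlabeled competitor peptide control wells for full effect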
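Material – purified CerCALP PDZ construct · Detection – FP readout, S and P plane fluorescence · Measure – percent inhibition from loss of millipolarization · Controls – unlabelled peptide for full inhibition, DMSO wells as neutral · Probe or stimulus – TMR-labelled reporter peptide T*-PRC34 bound in PDZ groove · Times – 1 h at RT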
MITF act = MITF TRPM1 promoter activation in melanoma cells | SK-MEL-5 TRPM1-promoter luciferase, 24 h; % of positive control, neutral wells = 0 | activation, % at 12.5 µM | 0.75% of 300,000 active | AID 588334;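 active means mean activation of at least 80% with every replicate also reaching 80%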;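 further: 0% = neutral control wells and 100% = parthenolide positive control wells; values of inactives mirror those of a sister screen read the other way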
Rtt109 Vps75 = C. albicans Rtt109 histone acetyltransferase inhibition; 0.16% of 330,000 active; Q5AAJ8; inhibition, % at 34.9 µM; purified Rtt109/Vps75, ThioGlo CoA-SH fluorescence, 4 h;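 active means inhibition of at least 50% in every replicate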
Target sequence (Q5AAJ8 whole entry, looked up): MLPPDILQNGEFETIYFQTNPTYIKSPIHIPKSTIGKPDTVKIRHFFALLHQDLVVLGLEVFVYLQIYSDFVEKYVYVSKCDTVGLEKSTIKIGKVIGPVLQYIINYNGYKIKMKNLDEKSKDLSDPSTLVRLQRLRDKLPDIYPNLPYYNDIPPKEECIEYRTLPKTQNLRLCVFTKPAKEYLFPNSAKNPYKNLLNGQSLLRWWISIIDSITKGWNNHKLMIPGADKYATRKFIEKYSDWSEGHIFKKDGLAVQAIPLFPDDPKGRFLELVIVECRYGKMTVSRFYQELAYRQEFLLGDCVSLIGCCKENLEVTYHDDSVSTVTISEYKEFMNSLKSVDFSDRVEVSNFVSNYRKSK
Wnt bcat act = activates Wnt/beta-catenin signaling in a reporter cell assay. activator, plate reader. activation, % at 9.35 µM. 1.2% of 300,000 active; in the data active means activation above about 30%, passing the limit was not always enough;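 further: 0% = neutral control wells and 100% = positive control wells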
Tat transport = blocks Tat-dependent protein export in E. coli | 0.036% of 340,000 active | AID 488895 | inhibition, % at 10 µM | E. coli MC4100 TorA-mCherry Tat export, fluorescence;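 active means mean replicate inhibition at least 50% and at least half of replicates individually reaching 50%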;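 further: exported cargo escapes ClpAP degradation while cytoplasmic cargo is degraded and loses fluorescence; 0% = median of neutral control wells and 100% = median of NaSCN control wells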
V-ATPase pH = yeast V-ATPase proton transport regulation by pHLuorin | S. cerevisiae, pHLuorin cytosolic pH fluorescence | AID 504577 | response, % at 10 µM | 0.37% of 350,000 active; in the data active means response mostly above about 7.3%, no sharp cut-off; inactive means mostly below about 5.4%; further: actives read high; inactives centre near 0; some compounds called inactive have numbers as strong as hits
RTF Ca sens act = increases calcium sensitivity of human cardiac regulated thin filaments; P19429+P45379; IANBD-labeled TnC RTF fluorescence at EC20 calcium; 0% EC20 calcium, 100% full calcium; activation, % at 7.2 µM; 0.24% of 340,000 active;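 active means activation above the mean over all tested compounds plus 3 SD, cut at about 30% in these data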;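 further: rise in fluorescence read as greater calcium sensitivity of cardiac thin filaments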
CAL PDZ FP-2 = CAL PDZ (human) peptide binding inhibition; Q9HD26; purified CAL PDZ, TMR-peptide fluorescence polarization, 1 h; inhibition, % at 24.9 µM; 0.92% of 300,000 active; AID 602252;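 active means mean inhibition of at least 30% with at least half of replicates also reaching 30%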;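 further: 0% = DMSO neutral control and 100% = excess unlabeled competitor peptide PRC23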
* = called active by the depositor; . = not tested or not shown.

[1] Cc1ccc(Nc2nc3ccccc3c(=O)s2)cc1C
[2] Cc1nnc2n(c1=O)N=C(c1ccc(Cl)cc1)CS2
[3] CC(=O)NCN1CCN(CNC(C)=O)CC1
[4] Cc1ccc(C(=O)Nc2cccc(NC(=O)c3cccnc3)c2)cc1
[5] Cc1ccc(C(=O)OCC(=O)N(CC(C)C)c2c(N)n(Cc3ccccc3)c(=O)[nH]c2=O)o1
[6] Cc1cc(C)c2c(-n3cccc3)c(NC(=O)OCc3ccccc3)sc2n1
Screen / compound no.	1	2	3	4	5	6
dFosB act	-9	-2	8	-2	-5	-3
CDK5 p35 inh	-0.8	-0.2	1.6	-8.3	0.3	-0.4
CAL PDZ FP-1	0.3	-0.8	-0.7	-3.6	-2.2	.
MITF act	-9	10	-6	15	1	2
Rtt109 Vps75	1	-1	-7	-4	-13	3
Wnt bcat act	0	-1	.	-3	3	1
Tat transport	6	2	4	8	1	1
V-ATPase pH	-1	-2	-1	2	-5	-2
RTF Ca sens act	0	-2	1	1	-6	-6
CAL PDZ FP-2	-3	-3	-2	-2	-7	-2

[7] CCOc1ccc(OCC(=O)OCn2c(SC)nnc(C)c2=O)cc1
[8] COc1ccc(N2CC(C(=O)N3CCN(S(=O)(=O)c4ccc(F)c(F)c4)CC3)CC2=O)c(OC)c1 (stereo unspecified)
[9] Cc1nn(C)c(C)c1CCC(=O)N1CCCC(N2CCN(c3ccc(F)cc3)CC2)C1 (stereo unspecified)
[10] Cc1nccn1CCc1nc(N)nc(N)n1
[11] COc1ccc(S(N)(=O)=O)cc1C(=O)OCCCOc1ccc(F)cc1
[12] O=C(CC(=O)N/N=C/c1ccc(F)cc1)N/N=C/c1ccc(F)cc1
Screen / compound no.	7	8	9	10	11	12
dFosB act	4	-6	-8	10	-7	6
CDK5 p35 inh	-0.3	1.9	-0.1	-0.3	3.4	-0.4
CAL PDZ FP-1	-0.9	-7.3	-2.9	-1.3	-1.0	-1.7
MITF act	15	4	-1	-7	-4	0
Rtt109 Vps75	7	-2	-8	1	0	-3
Wnt bcat act	0	29	-1	.	3	0
Tat transport	-6	-7	-2	-6	-5	-2
V-ATPase pH	6	2	1	-7	-2	-2
RTF Ca sens act	4	2	-1	4	7	1
CAL PDZ FP-2	-4	.	-5	.	-12	-2

[13] O=C(COc1ccc(Br)cc1)N1CCOCC1
[14] CCCC(=O)C1=C(O)C(c2cccc(Oc3ccccc3)c2)CCC1=O (stereo unspecified)
[15] O=C(NCc1ccccn1)/C(=N/O)c1ccccc1
[16] O=C(CN(Cc1ccccc1Cl)C(=O)c1csnn1)NCCc1ccccc1
[17] COc1cc(Sc2ccc(C)cc2)c(OC)cc1N
[18] Cc1ccc(C(C(=O)NCC2CCCO2)N(Cc2ccccc2F)C(=O)Cn2nnc(-c3cccs3)n2)cc1 (stereo unspecified)
Screen / compound no.	13	14	15	16	17	18
dFosB act	0	-4	4	-3	-8	-6
CDK5 p35 inh	0.0	-1.0	1.2	-0.2	-3.5	-1.5
CAL PDZ FP-1	.	-3.0	0.1	-1.4	0.2	-0.4
MITF act	4	2	.	-8	-2	-8
Rtt109 Vps75	-6	.	-1	0	-1	6
Wnt bcat act	.	0	7	-1	.	.
Tat transport	2	-2	2	-1	26	3
V-ATPase pH	4	8	1	-4	-1	3
RTF Ca sens act	-1	3	-2	-2	1	-5
CAL PDZ FP-2	1	-4	-2	.	-4	2

[19] COc1ccccc1CC(=O)NNS(=O)(=O)c1ccccc1[N+](=O)[O-]
[20] Cc1cccc(NC(=O)Nc2cnccn2)c1C
[21] Cc1cccc(C)c1NC(=S)N(C)CCc1ccccn1
[22] C=CCN(c1ccccc1)S(=O)(=O)c1cccc(C(=O)Oc2ccc3c(C)cc(=O)oc3c2)c1
[23] NC(=O)c1ccc(NC(=O)C2CCCO2)cc1 (stereo unspecified)
[24] CC(=O)Nc1cc2c(cc1NC(=O)Cn1nc(-c3ccc(F)cc3)ccc1=O)OCCO2
Screen / compound no.	19	20	21	22	23	24
dFosB act	0	-4	-1	-5	3	2
CDK5 p35 inh	0.0	0.8	-0.3	1.4	-0.2	-0.7
CAL PDZ FP-1	0.0	-1.9	-0.3	-1.1	0.1	-2.0
MITF act	-5	-15	9	14	0	1
Rtt109 Vps75	1	2	-10	6	5	4
Wnt bcat act	-1	0	.	-1	.	-7
Tat transport	-5	2	-10	-7	3	6
V-ATPase pH	3	-1	1	-2	-2	3
RTF Ca sens act	9	-2	-2	6	0	-9
CAL PDZ FP-2	7	-1	-1	1	-5	4

For reference, eleven of the compounds above.
[14] CCCC(=O)C1=C(O)C(c2cccc(Oc3ccccc3)c2)CCC1=O (stereo unspecified)
[15] O=C(NCc1ccccn1)/C(=N/O)c1ccccc1
[16] O=C(CN(Cc1ccccc1Cl)C(=O)c1csnn1)NCCc1ccccc1
[17] COc1cc(Sc2ccc(C)cc2)c(OC)cc1N
[18] Cc1ccc(C(C(=O)NCC2CCCO2)N(Cc2ccccc2F)C(=O)Cn2nnc(-c3cccs3)n2)cc1 (stereo unspecified)
[19] COc1ccccc1CC(=O)NNS(=O)(=O)c1ccccc1[N+](=O)[O-]
[20] Cc1cccc(NC(=O)Nc2cnccn2)c1C
[21] Cc1cccc(C)c1NC(=S)N(C)CCc1ccccn1
Screen / compound no.	14	15	16	17	18	19	20	21
dFosB act	-4	4	-3	-8	-6	0	-4	-1
CDK5 p35 inh	-1.0	1.2	-0.2	-3.5	-1.5	0.0	0.8	-0.3
CAL PDZ FP-1	-3.0	0.1	-1.4	0.2	-0.4	0.0	-1.9	-0.3
MITF act	2	.	-8	-2	-8	-5	-15	9
Rtt109 Vps75	.	-1	0	-1	6	1	2	-10
Wnt bcat act	0	7	-1	.	.	-1	0	.
Tat transport	-2	2	-1	26	3	-5	2	-10
V-ATPase pH	8	1	-4	-1	3	3	-1	1
RTF Ca sens act	3	-2	-2	1	-5	9	-2	-2
CAL PDZ FP-2	-4	-2	.	-4	2	7	-1	-1

[22] C=CCN(c1ccccc1)S(=O)(=O)c1cccc(C(=O)Oc2ccc3c(C)cc(=O)oc3c2)c1
[23] NC(=O)c1ccc(NC(=O)C2CCCO2)cc1 (stereo unspecified)
[24] CC(=O)Nc1cc2c(cc1NC(=O)Cn1nc(-c3ccc(F)cc3)ccc1=O)OCCO2
Screen / compound no.	22	23	24
dFosB act	-5	3	2
CDK5 p35 inh	1.4	-0.2	-0.7
CAL PDZ FP-1	-1.1	0.1	-2.0
MITF act	14	0	1
Rtt109 Vps75	6	5	4
Wnt bcat act	-1	.	-7
Tat transport	-7	3	6
V-ATPase pH	-2	-2	3
RTF Ca sens act	6	0	-9
CAL PDZ FP-2	1	-5	4

The results go on.
[25] CCCc1cc(=O)oc2c(C)c(O)c(CN3CCCCC3)cc12
[26] CC1(C)Cc2c(sc(NC(=O)Cc3ccccc3)c2C#N)CO1
[27] CC(=O)Nc1cc(C(=O)NCCN2CCN(Cc3ccccc3)CC2)ccc1Sc1ccc(C)cc1
[28] CCc1cccc(NC(=S)N(CCOC)C2CCN(C(C)=O)CC2)c1
[29] COc1ccc(S(=O)(=O)Nc2cccc(NC(C)=O)c2)cc1
[30] CC(C)c1cc(N=NC(N)=O)cc(C(C)C)c1O
Screen / compound no.	25	26	27	28	29	30
dFosB act	1	4	-6	-10	-9	0
CDK5 p35 inh	-0.3	-0.8	0.7	0.1	-1.9	0.3
CAL PDZ FP-1	-0.4	-1.4	-1.3	-0.4	-1.4	-0.8
MITF act	.	1	0	-5	1	7
Rtt109 Vps75	.	1	0	-2	.	2
Wnt bcat act	.	0	-2	7	.	0
Tat transport	-6	4	2	-7	22	-5
V-ATPase pH	2	-2	-5	0	-2	1
RTF Ca sens act	-3	-1	-2	1	-4	5
CAL PDZ FP-2	2	.	1	0	-4	-6

[31] C/C(=N/NC(=O)CNC(=O)c1cccc(F)c1)c1ccc2c(c1)CCCC2
[32] O=C(COC(=O)CCNS(=O)(=O)c1ccccc1F)Nc1nnc(-c2ccccc2)o1
[33] CN1CCc2c(sc(NC(=O)c3ccco3)c2C(N)=O)C1
[34] CCOC(=O)c1ccc(Nc2ccc([N+](=O)[O-])cn2)cc1
[35] COc1cc(OC)cc(C(=O)NCc2ccc3c(c2)cc(C)n3C)c1
[36] Nc1nonc1-c1nc2ccccc2n1Cc1ccccc1
Screen / compound no.	31	32	33	34	35	36
dFosB act	9	-1	-3	1	-22	-4
CDK5 p35 inh	-0.7	-2.6	-0.3	-0.9	0.5	-1.1
CAL PDZ FP-1	-0.5	-2.3	-2.2	-0.8	-0.8	.
MITF act	3	9	13	12	0	-11
Rtt109 Vps75	-13	-11	20	-12	-1	-11
Wnt bcat act	-2	-2	3	3	2	-3
Tat transport	-5	-10	2	-2	-4	4
V-ATPase pH	-7	1	2	0	-1	-1
RTF Ca sens act	6	-5	-3	-2	5	-9
CAL PDZ FP-2	7	6	-4	.	.	1

[37] O=C(OCc1nc(-c2ccccc2)oc1COC(=O)c1ccco1)c1ccco1
[38] O=C(CSc1nnc(Cn2c(=O)sc3ccccc32)n1-c1ccccc1)NCC1CCCO1 (stereo unspecified)
[39] CC(C)Oc1ccc(C(=O)NNC(=O)c2ccccc2C(=O)O)cc1
[40] Clc1ccccc1-c1nc2ccccc2c2nc3ccccc3n12
[41] CC(=O)n1cc([C@@H]2C=C(C(=O)Nc3ccccc3)O[C@H](OCCCCO)C2)c2ccccc21
[42] O=C(Nc1cc(Sc2nc3ccccc3s2)cc([N+](=O)[O-])c1)c1cccc(F)c1F
[43] O=C(CCN1C(=O)/C(=C\c2cccs2)SC1=S)Nc1ccc(C(=O)O)cc1
[44] O=[N+]([O-])c1nn(-c2ccccc2)[n+]([O-])c1N1CCN(c2ccccc2)CC1
Screen / compound no.	37	38	39	40	41	42	43	44
dFosB act	-6	-6	-6	-9	-10	2	-4	3
CDK5 p35 inh	0.0	-0.3	-0.6	-4.8	1.3	-0.8	0.8	-1.3
CAL PDZ FP-1	-3.3	0.1	-3.1	0.0	-1.0	0.1	-2.4	0.6
MITF act	5	-7	1	-1	-29	17	1	-10
Rtt109 Vps75	.	-3	-3	-2	5	6	25	7
Wnt bcat act	0	2	1	.	2	0	-1	-1
Tat transport	13	2	-6	9	0	0	-6	-13
V-ATPase pH	0	-2	0	0	0	3	-1	-1
RTF Ca sens act	-6	11	6	-3	-2	2	-4	4
CAL PDZ FP-2	-2	.	-6	-2	-1	-3	-5	1
